High-throughput results deposited in PubChem by National Center for Advancing Translational Sciences (NCATS).
HepG2 tox = qHTS for Inhibitors of TGF-b: Cytotox Counterscreen; HepG2 CAGA-GFP viability, ATP luminescence, 18 h; Potency, µM (series often up to 46.1 µM), inactives show top-dose activity change, negative = cytotoxicity, usual class: cytotoxic; 410,000 tested, 0.76% active; further: potency means the concentration at half of the fitted maximal effect; some results filed as inactive show a strong effect at the top dose
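CellTiter-Glo luminescence gave cytotoxicity after 18 hours at 37 degrees C. The cells were HepG2 CAGA-GFP in 1% FBS DMEM, stimulated with 500 pg/mL TGF-beta after compound addition. %Activity was normalised to no-cell wells (complete cell-killing) and DMSO (no toxicity), and curves were fitted and classified.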
MCF10A rerep = A quantitative high throughput screen for small molecules that induce DNA re-replication in MCF 10a normal breast cells; MCF 10A DNA re-replication, Hoechst nuclear intensity, 48 h; Potency, µM (highest dose often 46.1 µM), without a hit: at the top dose activity, positive = re-replication, most hits filed as activators; 350,000 tested, 2.9% active; AID 624296, 2012; further: potency means the concentration at half of the fitted maximal effect; % of control where 0% means no effect; nearly all actives have a fitted effect of over 50% in size
Nrf2 ARE act = qHTS of Nrf2 Activators; 410,000 tested, 0.31% active; AREc32 ARE-luciferase reporter (MCF7-derived line), luminescence, 24 h; AID 624171, 2012; Potency, µM (titrated, usually from 46.1 µM), without a hit: at the highest dose activation, most hits filed as activators; further: potency means the concentration at half of the fitted maximal effect; % of control where 0% means no effect; nearly all actives have a fitted effect of over 65% in size
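ARE activation measured as luciferase luminescence (Steady-Glo, 30 min RT) in AREc32_Fluc cells after 24 hr compound exposure at 37 deg C, 5% CO2; cells seeded overnight at 1000/well in OPTI-MEM, 5% FBS.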
TGFb SMAD3 inh = qHTS for Inhibitors of TGF-b; HepG2 CAGA-GFP TGF-b/SMAD3 reporter, GFP fluorescence, 18 h; TGF-beta stimulated, 500 pg/mL final; Potency, µM (highest dose often 46.1 µM), without a hit: top-dose activity, negative = inhibition, most hits filed as inhibitors; 410,000 tested, 1.2% active; AID 588855, 2011; further: potency means the concentration at half of the fitted maximal effect; on the % scale 0 is the no-effect control and ±100 the full control effect; nearly all actives have a fitted effect of over 65% in size
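Per well, imaged GFP fluorescence of HEPG2 CAGA-GFP cells gives the signal; cells get compound, then TGF-beta (500 pg/mL final), 18 h at 37 degrees C; %Activity versus -TGF-beta and +DMSO controls.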
IL1B secr inh = qHTS for Inhibitors of Inflammasome Signaling: IL-1-beta AlphaLISA Primary Screen; THP-1 LPS/ATP IL-1B secretion, AlphaLISA, 16 h; active compounds read low; activity change, % at 57.5 µM; 360,000 tested, 4.7% active; in the data active means activity change below about -50%; inconclusive means mostly about -30% to -49%; further: on the % scale 0 is the no-effect control and ±100 the full control effect
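THP-1 cells pretreated 1 hr with compounds (up to 57.5 uM final), then stimulated with LPS (250 ng/mL final) plus ATP (1.25 mM final); secreted IL-1B measured by AlphaLISA after 16 hr, decreased signal indicating inhibition.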
A549 tox = Nrf2 qHTS screen for inhibitors: counterscreen for cytotoxicity | A549 ARE-Fluc cells, CellTiter-Fluor viability, 18-24 h | Potency, µM (doses to about 46 µM), for the others: at the highest dose activity change, negative = cytotoxicity, usual class: inhibitors | 390,000 tested, 0.16% active; further: potency means the concentration at half of the fitted maximal effect; on the % scale 0 is the no-effect control and ±100 the full control effect
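A549 ARE-Fluc cells in 5% FBS OPTI-MEM, 5000 cells/well, rested 2 h then exposed to compounds in concentration-response for 18-24 h at 37 °C. Viability by CellTiter-Fluor fluorescence (Ex 405/Em 525) after 30 min; luciferase luminescence (BugLite, 15 min, RT) read afterwards.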
S2 tox = Viability Counterscreen for Primary qHTS for Inhibitors of ATXN expression; AID 651635, 2014; S2 cells (HEK-293 line with an ATXN2-luciferase reporter) viability, CellTiter-Fluor protease fluorescence, 24 h; 400,000 tested, 0.49% active; Potency, µM (series often up to 56.7 µM), usual class: cytotoxic; further: potency means the concentration at half of the fitted maximal effect; nearly all actives have a fitted effect of over 40% in size
Nrf2 block = Nrf2 qHTS screen for inhibitors | AID 504444, 2011 | 360,000 tested, 2.1% active | Potency, µM (highest dose often 46 µM), for the others: at the top dose activity change, negative = inhibition, actives largely listed as inhibitors | A549 ARE-Fluc reporter, luciferase luminescence, 18-24 h; further: potency means the concentration at half of the fitted maximal effect; on the % scale 0 is the no-effect control and ±100 the full control effect; nearly all actives have a fitted effect of over 60% in size
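In this cell-based qHTS, ARE-driven firefly luciferase in A549 cells reports Nrf2 activity; the luminescent signal after BugLite lysis is the measured value, with a prior CellTiter-Fluor read for cell health.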
ATXN2 expr inh = Primary qHTS for Inhibitors of ATXN expression | HEK-293 ATXN2-luciferase reporter, luminescence, 24 h | 360,000 tested, 0.72% active | Potency, µM (doses to about 57 µM), without a hit: at the top dose activity change, negative = inhibition, actives largely listed as inhibitors; further: potency means the concentration at half of the fitted maximal effect; on the % scale 0 is the no-effect control and ±100 the full control effect; nearly all actives have a fitted effect of over 55% in size
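qHTS (up to 57 uM final) was run with 24 h compound exposure of reporter cells at 37 °C. Each well was multiplexed: SteadyGlo luminescence measured ATXN2-luciferase expression after a fluorogenic Gly-Phe-AFC viability readout (25 uM final).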
* = called active by the depositor; i = inactive; ? = inconclusive; / = no result given; [ ] = dose if it differs, or a comment. Unless noted, the call rests on the fitted dose curve; in most records, active means well fitted curve in the direction sought with a large enough effect; inconclusive means small, poorly fitted or top-dose-only effect, or another doubt; inactive means no such curve, though single readings can be large; an effect the other way counts as inactive or inconclusive. Random draw from the library; 8.8% or so of the library scored in one or more.

SMILES	HepG2 tox	MCF10A rerep	Nrf2 ARE act	TGFb SMAD3 inh	IL1B secr inh	A549 tox	S2 tox	Nrf2 block	ATXN2 expr inh
CCCCN(CC)C(=O)c1ccc2c(c1)OCO2	-1%	7%	-0.4%	0%	6	-3%	i	0%	7%
COC(=O)C1=C(C)N(c2ccc(C)c(C)c2)/C(=C/c2ccco2)C1=O	-23%	9%	0.1%	-2%	9	?	i	-4%	-5%[11.3 µM]
CS(=O)(=O)N(Cc1ccccc1)c1ccc(C(=O)N2CCOCC2)cc1	-4%	-4%	0.6%	6%	2	0%	i	-6%	2%
COc1cc(C(=O)NC(=S)NCc2ccncc2)cc(OC)c1OC	8%	/	2.8%	9%	-26	/	?	/	/
O=C(NCC(=O)N(c1ccccc1)C(C(=O)NC1CCCC1)c1cccnc1)c1ccco1 (stereo unspecified)	-1%	1%	-0.5%	-3%	0	-8%	i	-14%	5%
CCOC(=O)c1ccc(NC(=O)c2c(NCc3sccc3C)sc3c2CCC(C)C3)cc1 (stereo unspecified)	-39%	/	6.8%	14µM*	/	1%	?	/	-32%
CC1(C)Cc2c(cnn2-c2ccccc2)C(=O)/C1=N\NC(=O)c1ccccc1	-4%	0%	-0.9%	6%	3	10%	i	2%	-14%
Cc1ccc(CNC(=O)CCCc2nnc3n(C)c(=O)c4sccc4n23)cc1	-23%	/	0.5%	1%	/	10%	i	-3%	10%
CC1CCCC(C)N1CC(O)COCc1ccccc1 (stereo unspecified)	2%	7%	2.1%	24%	-13	2%	i	2%	0%
Cn1c(=NCC(O)COc2ccccc2)sc2ccccc21 (stereo unspecified)	-43%	19%	5.4%	?	-11	12%	i	?	4%
CCC(=O)c1ccc(OCC(=O)NCCC2=CCCCC2)c(OC)c1	-7%	-3%	-0.9%	-14%	7	7%	i	-2%	/
O=C1[C@@H]2Cc3c([nH]c4ccccc34)C(c3ccccc3)N2C(=O)CN1C1CCN(Cc2ccccc2)CC1 (stereo partly specified)	-125%	?	13%	?	-66*	?	?	7%	?
O=C(O)CC12CC3CC(C1)CC(n1ncc(NCc4ccc(F)cc4Cl)c(Cl)c1=O)(C3)C2	-13%	17%[9.22 µM]	-0.2%	0%	-19	1%	i	-1%	-35%
CCC(=O)Nc1ccccc1C(=O)N1CCOCC1	0%	-2%	-0.1%	-6%	24	-1%	i	-7%	4%
COc1ccccc1CNC(=O)C1CCCN(S(=O)(=O)c2ccc3c(c2)CCCN3C(C)=O)C1 (stereo unspecified)	-19%	/	4.0%	-22%	/	9%	i	/	-23%
O=C(CS(=O)(=O)c1ccccc1)NC1CCCCC1	7%	-10%	0.4%	38%[activator]	-7	-2%	i	6%	0%
CCN(CC)CCOC(=O)c1ccc2c(c1)OCCO2	-8%	?	0.3%	0%	15	15%	i	?	24%
CC12CCC(C/C1=N\OC(=O)c1ccc(F)cc1)C2(C)C (stereo unspecified)	-11%	-1%	-0.1%	1%	10	4%	?	-5%	-2%
O=C(NCC1COc2ccccc2O1)c1ccc(NC(=O)C(c2ccccc2)c2ccccc2)cc1 (stereo unspecified)	-18%	?	-1.1%	?	9	-11%	?	?	/
Cc1nn(CC(=O)Nc2cccc(S(N)(=O)=O)c2)c(C)c1[N+](=O)[O-]	-7%	3%	-0.2%	21%	19	4%	i	-8%	3%
Cc1ccccc1-c1cc(C(=O)Nc2nc3c(s2)CCCC3)c2ccccc2n1	12%	15%	0.4%	6%	-3	-9%	i	-18%	-7%
Cc1cccc(NC(=O)c2ccc3c(c2)CCN3S(C)(=O)=O)c1C	-13%	1%	0.9%	-14%	-13	1%	?	5%	/
COc1ccc(-c2ccc3[nH]c4c(c3c2)CCN2C(=O)[C@@H]([C@H](C)O)[C@@H](N(C)C(=O)Nc3ccc(F)cc3)C[C@@H]42)cc1	-64%	/	-5.4%	?	?	/	?	/	?
CCN(CC)P(=O)(C(NC(=O)OC)C(F)(F)C(F)(F)C(F)(F)C(F)F)N(CC)CC (stereo unspecified)	-8%	15%	2.7%	-14%	-8	-1%	i	-13%	-16%
COc1ccc(/C=C/C(=O)C2CC2)cc1COc1cccc(C)c1C	5%	?	25%	-23%	-62*	6%	i	-7%	-34%
CCn1cc(C(=O)NCCc2ccc(OC)c(OC)c2)c(=O)c2cc(S(=O)(=O)N3CCC(C)CC3)ccc21	-25%	/	-1.2%	?	/	-10%	?	?	6%
CC(C)(C)c1cc(C(=O)N/N=C/c2ccc([N+](=O)[O-])s2)n[nH]1	-91%	?	-1.9%	?	?	?	i	21µM*	?
CCOc1ccc(-n2nc3ccc(NC(=O)CC)cc3n2)cc1	11%	-6%	0.5%	-12%	-13	4%	i	1%	8%
Nc1nc(F)cc(N2CCCCCC2)n1	-28%	1%	-0.1%	-17%	37	-11%	i	0%	-10%
O=C(COc1cccc(C(F)(F)F)c1)NCC(c1ccco1)N1CCCC1 (stereo unspecified)	-30%	20%	?	-13%	-23	1%	i	14%	/
CN(C)c1ccc(C=C2C=C(c3ccccc3)OC2=O)cc1	-60%	/	10%	?	-13	/	i	/	/
COC(=O)c1nn(-c2ccccc2)c(Cl)c1/C=N/OCc1c(Cl)cccc1Cl	-24%	3%	0.0%	-10%	33	12%	i	6%	/
O=C(CNC(=O)c1ccccc1Br)N/N=C/c1ccccc1O	-35%	?	-0.7%	?	132	-11%	/	-20%	?
O=C(NCc1ccc(F)cc1)C1CCCN(S(=O)(=O)c2ccc(-n3cnnn3)cc2)C1 (stereo unspecified)	-4%	9%	2.9%	?	6	-10%	i	-11%	-6%
CN(C(=O)CSc1nc(O)cc(=O)n1-c1ccccc1F)c1ccccc1	5%	-12%	-1.5%	-1%	21	-1%	i	12%	5%
CCN(CC(=O)NC(=O)NCc1ccco1)Cc1nc2ccccc2c(=O)[nH]1	-10%	6%	3.3%	9%	7	2%	i	?	-6%
O=C(CNC(=O)N1CC(=O)Nc2ccccc21)Nc1ccc(Cl)cc1	0%	-2%	2.3%	4%	-22	-3%	i	?	-3%
CCOc1cccc(C2C(C(=O)c3ccco3)=C(O)C(=O)N2Cc2ccncc2)c1 (stereo unspecified)	-2%	0%	-0.2%	-13%	15	-8%	i	5%	9%
O=C1CC(c2ccccc2)NN1 (stereo unspecified)	4%	-8%	24%	-13%	18	0%	i	7%	-3%
O=C(CSc1ccccc1)Nc1nnc(/C=C/c2ccccc2)s1	1%	?	-0.3%	4%	15	-6%	?	-19%	-33%
O=C(Nc1c2c(nn1-c1ccc(Cl)cc1)CS(=O)(=O)C2)c1ccccc1F	-11%	/	-1.1%	69%[activator]	/	-1%	i	/	-20%
c1ccc(-n2nnnc2-c2cnc(-c3cccnc3)nc2-c2cccs2)cc1	-16%	3%	-0.6%	-1%	-21	-2%	i	-19%	-3%
N#Cc1nc(-c2ccco2)oc1NCCc1ccccc1	8%	-1%	7.9%	0%	-15	2%	i	-18%	27%
Cc1ccc(NS(=O)(=O)c2ccccc2F)cc1S(=O)(=O)N1CCCCC1	-36%	10%	0.0%	-33%	25	-1%	i	?	/
Cc1ccc(C)c(NC(=O)CSc2nnc(CNC(=O)c3ccco3)o2)c1	-7%	-4%	-0.8%	7%	16	-4%	i	6%	5%

Random excerpt: four records from the list.
SMILES	HepG2 tox	MCF10A rerep	Nrf2 ARE act	TGFb SMAD3 inh	IL1B secr inh	A549 tox	S2 tox	Nrf2 block	ATXN2 expr inh
CCOc1cccc(C2C(C(=O)c3ccco3)=C(O)C(=O)N2Cc2ccncc2)c1 (stereo unspecified)	-2%	0%	-0.2%	-13%	15	-8%	i	5%	9%
O=C(CSc1ccccc1)Nc1nnc(/C=C/c2ccccc2)s1	1%	?	-0.3%	4%	15	-6%	?	-19%	-33%
Cc1ccc(C)c(NC(=O)CSc2nnc(CNC(=O)c3ccco3)o2)c1	-7%	-4%	-0.8%	7%	16	-4%	i	6%	5%
c1ccc(-n2nnnc2-c2cnc(-c3cccnc3)nc2-c2cccs2)cc1	-16%	3%	-0.6%	-1%	-21	-2%	i	-19%	-3%

Remaining list, next part:
SMILES	HepG2 tox	MCF10A rerep	Nrf2 ARE act	TGFb SMAD3 inh	IL1B secr inh	A549 tox	S2 tox	Nrf2 block	ATXN2 expr inh
COc1ccc(N2C(=O)NC3CC2(C)Oc2ccccc23)cc1OC (stereo unspecified)	-16%	7%	0.5%	?	0	?	i	-20%	2%
CN(Cc1ccccc1)C(=O)COC(=O)C1=NNC(=O)CC1	-2%	2%	0.4%	-4%	4	0%	i	12%	3%
Cc1ccc(S(=O)(=O)NCCOc2nc(N(C)C)nc(N3CCOCC3)n2)cc1	-17%	18%	0.4%	-3%	-9	1%	i	-3%	-18%
COc1ccc2c(c1)c1c(c(=O)n(-c3cc(Cl)ccc3C)c(=O)n1CC(=O)N1CCCC1)n2C	4%	/	-0.6%	-2%	/	-8%	i	9%	2%
CCOc1cc(CNc2ccc3[nH]c(=O)[nH]c3c2)ccc1OCC(=O)NC(C)(C)C	-15%	12%	3.6%	-2%	-20	-5%	i	-18%	4%
CC(C)COc1ccc(C(=O)Nc2cc3nn(-c4ccccc4)nc3cc2Cl)cc1	-85%	/	0.9%	-2%	/	-2%	?	-6%	6%
Cc1cccc(N=C2NC(=O)S/C2=C\c2ccco2)c1	-18%	0%	?	-5%	-8	-13%	i	?	17%
CCOc1cc(CNC(=O)c2ccc(C)c(NC(=O)c3nsc4ccccc34)c2)ccc1OC	3%	/	6.3%	-25%	/	0%	i	/	4%
C=COCCn1c(=N)n(CCC)c2ccccc21	0%	-5%	-0.6%	8%	4	1%	i	/	-9%
